Assay outcomes from PubChem BioAssay.
TAAR1 antag – human TAAR1 antagonists, primary screen, Fluo-8 calcium fluorescence, CHO RD-HGA16 cells; Trace amine-associated receptor 1 (Homo sapiens), Q96RJ0; antagonist; inhibition, % at 3 µM; 1.5% of 360,000 active; AID 624466, 2012;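 active = inhibition above a per-plate cutoff, the mean inhibition of test compounds on that plate plus 3 SD, cut at about 49% in these data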;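 also: 0% = DMSO plus EC80 beta-PEA response and 100% = DMSO alone without agonist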
Target sequence (Q96RJ0 whole entry, looked up): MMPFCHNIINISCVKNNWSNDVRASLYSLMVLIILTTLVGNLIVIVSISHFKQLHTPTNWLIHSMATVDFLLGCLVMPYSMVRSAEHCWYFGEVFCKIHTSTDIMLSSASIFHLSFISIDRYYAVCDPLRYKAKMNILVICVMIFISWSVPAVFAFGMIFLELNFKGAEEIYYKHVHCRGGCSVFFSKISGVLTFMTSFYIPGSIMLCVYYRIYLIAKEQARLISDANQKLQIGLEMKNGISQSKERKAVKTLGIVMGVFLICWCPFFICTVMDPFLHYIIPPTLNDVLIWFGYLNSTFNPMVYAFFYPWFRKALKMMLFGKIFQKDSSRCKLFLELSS
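Material: CHO RD-HGA16 cells bearing hTAAR1; compound dosing: one-point dosing, 3 µM nominal final; schedule: dye loading 75 min at 37 °C, then 30 min room temperature; measured by: calcium fluorescence with Fluo-8; control set: vehicle and agonist controls; replication: n of 1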
CHRM1 agonist – human M1 muscarinic receptor agonists, primary screen, Fluo-8 calcium fluorescence, CHO-K1 cells, HTS | Muscarinic acetylcholine receptor M1 (Homo sapiens), P11229 | activation, % at 3 µM | CHO-K1 hM1, agonist mode; 0% DMSO, 100% acetylcholine EC100 | AID 588814, 2011 | 0.33% of 360,000 active;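 active = activation above the run's mean compound activation plus 3 SD, cut at about 16% in these data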;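 also: peak over basal fluorescence ratio within a 140 s kinetic read after compound addition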
Target sequence (P11229 whole entry, looked up): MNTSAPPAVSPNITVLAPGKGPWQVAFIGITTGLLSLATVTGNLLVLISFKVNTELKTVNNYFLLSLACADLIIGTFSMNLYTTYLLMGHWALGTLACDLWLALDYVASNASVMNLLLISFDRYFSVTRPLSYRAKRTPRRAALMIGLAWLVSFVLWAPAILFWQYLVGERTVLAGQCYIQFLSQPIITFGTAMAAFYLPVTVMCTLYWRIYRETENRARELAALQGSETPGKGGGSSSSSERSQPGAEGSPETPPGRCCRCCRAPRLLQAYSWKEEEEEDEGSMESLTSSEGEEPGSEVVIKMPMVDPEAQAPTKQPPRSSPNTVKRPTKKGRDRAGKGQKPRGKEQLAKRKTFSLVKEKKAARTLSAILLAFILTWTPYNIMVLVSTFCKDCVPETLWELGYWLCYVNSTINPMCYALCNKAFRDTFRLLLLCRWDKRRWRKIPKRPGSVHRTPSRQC
CHO parental Ca – ATP-evoked calcium signal inhibitors, parental CHO, primary screen, counter-screen for OX1R antagonist project, cell-based, fluorescence, Fluo-8 calcium dye | inhibition, % at 5.6 µM | 0.63% of 330,000 active | parental CHO-K1, ATP-induced calcium, Fluo-8 fluorescence;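 active = inhibition above that plate's mean sample inhibition plus 3 SD, cut at about 26% in these data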;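 also: 0% = ATP-challenged DMSO wells and 100% = DMSO wells without ATP; some compounds past the cut are filed as inactive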
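test system = CHO parental line | reagent = ATP stimulus | measured by = intracellular calcium via Fluo-8 no-wash fluorescent dye | control set = ATP and no-ATP DMSO wells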
CHO-K1 Ca antag – counter-screen for M1 antagonists: effect in parental CHO-K1 cells; AID 602250; inhibition, % at 3 µM; ATP-induced calcium, Fluo-8 fluorescence; 0.6% of 360,000 active;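 active = inhibition above a per-plate cutoff, the plate's mean sample inhibition plus 3 SD, cut at about 24% in these data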;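 also: 0% = DMSO plus EC80 ATP and 100% = DMSO alone without ATP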
TAAR1 agonist – human TAAR1 agonists, primary screen, Fluo-8 calcium fluorescence, CHO RD-HGA16 cells. activation, % at 3 µM. vehicle wells 0%, saturating PEA agonist 100%. Trace amine-associated receptor 1 (Homo sapiens), Q96RJ0. 0.99% of 360,000 active;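 active = activation above the mean activation of all test compounds in the run plus 3 SD, cut at about 38% in these data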
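Signal – calcium-sensitive Fluo-8 signal, excitation 470-495, emission 515-575 nm · System – RD-HGA16 (CHO) cells co-expressing Gα16 and hTAAR1 · Incubation – 17-24 h seeding, 75 min 37 °C dye, 30 min RT · Compound dosing – 3 µM single concentration · Repeats – no replicates (n 1)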
M1 PAM parental – nonselective calcium activators in parental CHO-K1 cells, primary screen, counter-screen for M1 PAM project, cell-based, Fluo-8 calcium fluorescence, full deck, 1536-well | activation, % at 3 µM | 0.02% of 360,000 active | ATP EC20; 0% at ATP EC20, 100% at ATP max | AID 602247, 2012;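 active = activation above the run cutoff, the mean activation of all test compounds plus 3 SD, cut at about 40% in these data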;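 also: peak over basal fluorescence ratio in a 140 s read after ATP addition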
M1 antag – human M1 muscarinic receptor antagonists, primary screen, CHO-K1 cells, Fluo-8 calcium fluorescence, 1536-well; inhibition, % at 3 µM; 1.3% of 360,000 active; CHO-K1 hM1, ACh EC80 antagonist;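 active = percent inhibition above its own plate's cutoff, namely the mean of that plate's compound wells plus 3 SD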;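 also: peak over basal fluorescence ratio during 140 s after agonist addition; 0% = ACh EC80 plus DMSO and 100% = DMSO alone without agonist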
M1 PAM – human M1 muscarinic receptor positive allosteric modulators, primary screen, CHO-K1 cells, Fluo-8 calcium fluorescence, 1536-well; CHO-K1 hM1, ACh EC20; 0% = ACh EC20, 100% = maximal ACh; activation, % at 3 µM; 0.088% of 360,000 active; in the data active = activation above about 19%, passing the limit was not always enough
M1 ag parental – counter-screen for M1 agonists: effect in parental CHO-K1 cells | Fluo-8 calcium fluorescence; scaled to maximal ATP response, vehicle zero | activation, % at 3 µM | 0.48% of 360,000 active; in the data active = activation above about 15%;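 also: untransfected CHO-K1 host cells lacking M1 receptor as counterscreen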
The depositor's hits bear a star; . = not tested or not shown.

SMILES	TAAR1 antag	CHRM1 agonist	CHO parental Ca	CHO-K1 Ca antag	TAAR1 agonist	M1 PAM parental	M1 antag	M1 PAM	M1 ag parental
O=c1[nH]c(=S)n2c(c1-c1ccccc1)OC(CBr)C2 (stereo not drawn)	0	10	.	-4	8	10	-1	-5	-0.2
CC(C)(C)NC(=O)C(c1ccc(O)cc1)N(C(=O)CCC(=O)Nc1ccccn1)c1ccc(F)cc1 (stereo not drawn)	3	-3	-24	17	1	-9	2	8	0.1
COc1cc(CN2CCNC(=O)C2CC(=O)NCCCN2CCOCC2)cc(OC)c1 (stereo not drawn)	-33	-4	11	-19	24	5	-11	3	0.3
CC1=CCC2C(=O)N(c3cccc(C(=O)N(C)C4CCCCC4)c3)C(=O)C2C1 (stereo not drawn)	11	-4	-17	-4	9	9	-6	5	-0.1
Cc1ccc(F)c(Oc2cc(NN3CCCCC3)c([N+](=O)[O-])cc2[N+](=O)[O-])c1	5	-5	-7	-13	0	8	-18	12	-0.1
COC(=O)c1ccc(C(C(=O)NCc2ccccc2)N(Cc2cccs2)C(=O)c2cnccn2)cc1 (stereo not drawn)	35	3	-8	10	16	6	21*	-15	4.2
C#CCOCCOCCOCCNc1nc(N2CCN(C(=O)[C@H](C)n3cc(CCC(=O)O)nn3)CC2)nc(N2CCN(C(=O)[C@H](Cc3ccc(O)cc3)n3cc(CCO)nn3)CC2)n1	6	-2	.	-8	5	-7	4	8	0.2
CC1(C)CC(=O)c2c(S(C)(=O)=O)sc(Br)c2C1	-23	-6	-8	0	1	-12	-4	6	2.9
COc1ccc(C2/C(=C(/O)c3ccc4c(c3)CC(C)O4)C(=O)C(=O)N2Cc2ccncc2)cc1 (stereo not drawn)	-17	-3	-18	6	3	6	4	-4	3.0
COc1ccc(C(c2sc3ncnn3c2O)N2CC(C)OC(C)C2)cc1OC (stereo not drawn)	-6	8	1	5	2	-8	-4	13	0.4
COc1ccc(-n2sc3ccccc3c2=O)cc1	14	8	.	21	36	-2	-14	11	1.7
CCN(CC)C(=O)C1=C(C)N(CCCN2CCCC2=O)C(=O)C(CC(=O)NCCCN(C)C)C1 (stereo not drawn)	-15	-3	.	0	12	-9	-5	6	0.2
CCOC(=O)Cc1c(C)nc(N)[nH]c1=O	-18	-1	2	-11	6	-11	-7	11	0.2
O=C(CN(C(=O)CCC(=O)Nc1ccccn1)c1ccc(F)cc1)NCc1ccco1	-2	0	-17	-8	-1	9	-3	3	1.5
CC(=O)NC12CC3CC(CC(CC(=O)O)(C3)C1)C2	2	-5	-6	-1	12	18	-8	8	0.6
COCCn1c(=S)[nH]c2sc3c(c2c1=O)CCCC3	4	-6	-3	-14	2	-7	-5	3	-0.5
Cc1cc(C)c2ccc(Cl)cc2n1	-14	-4	10	-9	-1	13	-18	3	1.0
Cc1nc2ccc(NC(=S)N3CCOCC3)cc2nc1C	-9	-6	-4	-6	3	16	-3	2	0.6
COc1cccc(/C=N/NC(=O)c2cc3c(OC)cccc3[nH]2)c1OC	55*	-2	-18	-3	9	15	12	-12	4.4
O=C(Nc1nc(-c2cccs2)c(-c2ccccc2)s1)c1ccco1	-8	-2	-10	-13	-1	22	-13	8	0.7
Cc1ccccc1-n1ncc(C(C)NC(=O)c2ccco2)c1C (stereo not drawn)	7	-4	-11	4	10	9	-1	0	2.0
Nc1ccc(SC(F)(F)F)cc1C(=O)c1ccccc1	21	-2	-3	-5	4	1	-2	3	0.0
O=C(O)c1ccc(NS(=O)(=O)c2ccc3nnn(O)c3c2)cc1	11	3	-14	-8	0	10	-10	12	-0.5
C[C@H](CO)N1C[C@H](C)[C@H](CN(C)S(C)(=O)=O)OCc2ccccc2-c2c(n(C)c3ccccc23)C1=O	-8	-3	.	1	1	-10	-4	3	0.3
Cc1nc(-c2ccccc2)cc(-c2ccccc2)n1	-24	-2	-15	-10	0	17	-23	15	0.2

A different layout for some results above:
Molecule: O=c1[nH]c(=S)n2c(c1-c1ccccc1)OC(CBr)C2 (stereo not drawn)
  TAAR1 antag: 0	CHRM1 agonist: 10	CHO parental Ca: .	CHO-K1 Ca antag: -4	TAAR1 agonist: 8	M1 PAM parental: 10	M1 antag: -1	M1 PAM: -5	M1 ag parental: -0.2
Molecule: CC(C)(C)NC(=O)C(c1ccc(O)cc1)N(C(=O)CCC(=O)Nc1ccccn1)c1ccc(F)cc1 (stereo not drawn)
  TAAR1 antag: 3	CHRM1 agonist: -3	CHO parental Ca: -24	CHO-K1 Ca antag: 17	TAAR1 agonist: 1	M1 PAM parental: -9	M1 antag: 2	M1 PAM: 8	M1 ag parental: 0.1

(further entries)
SMILES	TAAR1 antag	CHRM1 agonist	CHO parental Ca	CHO-K1 Ca antag	TAAR1 agonist	M1 PAM parental	M1 antag	M1 PAM	M1 ag parental
CCCNC(=O)C1(C)CCN(Cc2ccc(Oc3ccccc3)cc2)C1 (stereo not drawn)	-2	-6	.	-9	2	9	14	-20	3.3
Nc1nonc1-n1nnc(C(=O)N/N=C/c2ccoc2)c1CSc1ccccc1	.	-1	-15	-6	.	7	20	-8	2.1
COc1ccc(CNC(=O)CCNC(=O)C2CCN(S(=O)(=O)c3ccc(OC)cc3)CC2)cc1	-11	1	.	-13	2	16	-33	27*	0.2
COc1ccc2cc3cc(C(=O)NCc4cccnc4)oc3nc2c1	-22	-7	-3	-8	1	16	-2	3	-0.1
Nc1c(N(Cc2ccco2)C(=O)c2cccc(Cl)c2)c(=O)[nH]c(=O)n1Cc1ccccc1	4	-3	-7	-15	1	21	-3	6	0.7
NC(=S)Nc1cccc2[nH]ccc12	-15	-6	-1	-7	14	18	-10	12	0.2
O=C(Nc1nnc(SCc2ccccc2Cl)s1)C1COc2ccccc2O1 (stereo not drawn)	-5	-3	-16	-7	9	21	-12	5	0.8
Cc1ccc(S(=O)(=O)Cc2ccc(C(=O)N3CCC(C)CC3)cc2)cc1	-7	1	-12	-6	6	5	-12	15	0.8
CCOC(=O)CSc1nc2c(cnn2-c2ccc(C)cc2)c(=O)[nH]1	5	-4	8	-2	1	9	-9	1	-0.1
Cc1ccc2cc(CN(c3ccccc3)S(=O)(=O)c3ccccc3)c(=O)[nH]c2c1	16	-4	-29	7	5	14	-7	3	-0.1
Cc1cnc(C(=O)OCc2c(C)cc(C(C)(C)C)cc2C)cn1	-33	-4	-14	-10	4	25	-1	-1	0.8
Cc1cc(C(=O)NCCc2ccc(Cl)cc2)c(C)o1	-31	-3	-5	2	-1	-14	18	-3	-0.4
O=C(O)c1cccc(-c2nc3ccccc3[nH]2)c1	-15	0	3	16	15	-7	-3	10	-0.1
O=C(COc1ccc(S(=O)(=O)Nc2ccccc2)cc1)NCc1cccnc1	6	-13	-4	-11	1	24	-6	1	1.3
COc1ccc(C(=O)NCC(=O)OCC(=O)Nc2cc([N+](=O)[O-])ccc2F)cc1	-6	-5	-2	-14	0	23	-5	6	2.1
COC(=O)c1ccc(C23CC4(C2)[C@H](CN(C)[C@@H]4c2ccccc2)C3c2ccc(Cl)nc2)cc1 (stereo partly drawn)	4	-7	-17	6	4	11	70*	-35	4.7
Cc1sc2c(c1C)c(=O)n(-c1ccccc1)c1nnc(C)n21	-16	-5	5	-13	1	16	11	-2	0.3
Cc1cc(C)c(C)c(S(=O)(=O)NCC(=O)O)c1C	3	-2	1	-1	6	-3	4	-1	-0.1
O=C(CCl)Nc1ccc(S(=O)(=O)NC2=NCCCCC2)cc1	-15	-1	8	-5	4	3	-19	6	-0.2
CCN(c1ccccc1)S(=O)(=O)c1ccc(Oc2ccc([N+](=O)[O-])cc2)nc1	12	-6	-4	-11	-2	6	8	-9	1.6
Cc1ccc(CN2C(=O)COc3cc(NS(C)(=O)=O)ccc32)cc1	-4	1	.	-7	5	15	8	-3	5.6
Cc1c2n(c3ccccc13)CCN(C)C2	-5	-4	-13	-9	2	12	11	-3	0.6
CCCCN(CC)CCNC(=O)Cn1cnc2sc(C)c(S(=O)(=O)N3CCC(C)CC3)c2c1=O	-9	-8	-17	-18	-4	5	-17	17	-0.5
Cc1ccc(Nc2c([N+](=O)[O-])c(=O)n(C)c3ccccc23)cc1C	7	-7	-4	14	4	-15	6	-2	1.4
Fc1ccc(-n2nnc(-c3cccnc3)n2)cc1	-4	-1	-18	-12	1	17	-24	18	0.7
C=CC[C@@H](CC(=O)N[C@@H](CO)Cc1ccccc1)C(=O)N[C@H](COC(=O)[C@H](CC=C)CC(=O)OC(C)(C)C)Cc1c[nH]c2ccccc12	52*	-2	2	-14	13	9	14	-3	0.8

Exported with values under each structure: entries from further up.
Values in the order: TAAR1 antag | CHRM1 agonist | CHO parental Ca | CHO-K1 Ca antag | TAAR1 agonist | M1 PAM parental | M1 antag | M1 PAM | M1 ag parental
- Cc1cnc(C(=O)OCc2c(C)cc(C(C)(C)C)cc2C)cn1
→ -33 | -4 | -14 | -10 | 4 | 25 | -1 | -1 | 0.8
- Cc1cc(C(=O)NCCc2ccc(Cl)cc2)c(C)o1
→ -31 | -3 | -5 | 2 | -1 | -14 | 18 | -3 | -0.4
- O=C(O)c1cccc(-c2nc3ccccc3[nH]2)c1
→ -15 | 0 | 3 | 16 | 15 | -7 | -3 | 10 | -0.1
- O=C(COc1ccc(S(=O)(=O)Nc2ccccc2)cc1)NCc1cccnc1
→ 6 | -13 | -4 | -11 | 1 | 24 | -6 | 1 | 1.3
- COc1ccc(C(=O)NCC(=O)OCC(=O)Nc2cc([N+](=O)[O-])ccc2F)cc1
→ -6 | -5 | -2 | -14 | 0 | 23 | -5 | 6 | 2.1
- COC(=O)c1ccc(C23CC4(C2)[C@H](CN(C)[C@@H]4c2ccccc2)C3c2ccc(Cl)nc2)cc1 (stereo partly drawn)
→ 4 | -7 | -17 | 6 | 4 | 11 | 70* | -35 | 4.7
- Cc1sc2c(c1C)c(=O)n(-c1ccccc1)c1nnc(C)n21
→ -16 | -5 | 5 | -13 | 1 | 16 | 11 | -2 | 0.3
